Dengue-2 NS5 capping: Dengue-2 NS5 methyltransferase inhibitors, primary screen, biochemical, confirmation dose response (AID 588689) | Dengue-2 NS5 methyltransferase capping enzyme assay, biochemical; higher % means a stronger effect | inhibition, % at 25 µM, or IC50 in µM where a hit was titrated | 0.3% of 340,000 active; in the data active = a potency from the dose series
KOR beta-arrestin-1: kappa opioid receptor activators – cell-based, luminescence, uHTS, primary screen (AID 1777) | KOR beta-arrestin recruitment, luminescence; higher % means a stronger effect | activation, % at 10 µM, or EC50 in µM where a hit was titrated | 0.02% of 280,000 active; in the data active = activation above about 50%, passing the limit was not always enough; also: a part of the inactive calls stands beside numbers as strong as those of hits
HIV fusion peptide: cell-free HIV fusion peptide-binding blockers – biochemical, uHTS, fluorescence dequenching, primary screen (AID 1986); cell-free peptide binding, fluorescence dequenching, 30 min; higher % means a stronger effect; 0.3% of 290,000 active; one-dose inhibition, % at 20 µM; IC50 in µM for titrated hits; in the data active = inhibition mostly above about 52%, no sharp cut-off; inactive = mostly below about 76%; also: some results filed as inactive read as strong as hits
GPR55 beta-arrestin: GPR55 agonists via beta-arrestin recruitment, primary screen, imaging, U2OS cells, beta-arrestin-GFP redistribution (AID 1961); U2OS GPR55 beta-arrestin-GFP redistribution imaging; higher % means a stronger effect; one-dose activation, % at 10 µM; EC50 in µM for titrated hits; 0.048% of 290,000 active;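 active = activation above 40% with more than 50 cells counted in the well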;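 also: U2OS osteosarcoma cells stably expressing GPR55 and beta-arrestin-GFP; plate controls were DMSO negative control for no effect and LPI positive control for full effect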
West Nile virus CPE: West Nile virus antiviral activity, cell-based, CPE readout (AID 1621) | West Nile virus-infected cells, CPE inhibition; higher % means a stronger effect | CPE inhibition, % at 10 µM, or IC50 in µM where a hit was titrated | 0.02% of 290,000 active; in the data active = a potency from the dose series; also: strong numbers were not always called active
GPR55 antagonists: GPR55 antagonists blocking LPI-driven arrestin recruitment, primary screen, imaging, U2OS, beta-arrestin-GFP, LPI agonist (AID 2013); U2OS GPR55 beta-arrestin-GFP translocation imaging, LPI antagonism; higher % means a stronger effect; inhibition, % at 10 µM; hits with a dose series show IC50 in µM; 0.13% of 290,000 active;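 active = spots per cell inhibited over 60%, with over 100 cells counted and total cytoplasm intensity under 500,000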;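 also: U2OS cells stably carrying GPR55 and arrestin-GFP stimulated by 5 µM LPI near EC80; imaged beta-arrestin-GFP aggregate spots per cell after agonist stimulation; plate controls were LPI-stimulated DMSO wells for no effect and DMSO wells without LPI for full effect; some results filed as inactive read as strong as hits; confirmed hits need IC50 under 10 µM and bright autofluorescent wells are also inconclusive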
GPR35 arrestin U2OS: inhibition of zaprinast-stimulated GPR35 beta-arrestin translocation – imaging, U2OS, beta-arrestin-GFP, zaprinast agonist, primary screen (AID 2058); 0.052% of 290,000 active; U2OS GPR35 beta-arrestin-GFP translocation imaging, zaprinast antagonism; higher % means a stronger effect; one-dose inhibition, % at 10 µM; IC50 in µM for titrated hits;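 active = inhibition of at least 50% with at least 30 cells and total cytoplasm GFP at most 10,000,000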
NOD1 inhibition: NOD1 signaling inhibitors, primary screen, cell-based, luminescence, uHTS (AID 1578) | NOD1-driven NF-kB luciferase reporter cells, luminescence; higher % means a stronger effect | inhibition, % at 4 µM, or EC50 in µM where a hit was titrated | 1% of 290,000 active; in the data active = inhibition mostly above about 36%, no sharp cut-off; inactive = mostly below about 34%;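 also: HEK-293T reporter cells stimulated with the NOD1 agonist gamma-tri-DAP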
KOR beta-arrestin-2: KOR antagonists, beta-arrestin recruitment, cell-based, luminescence, uHTS (AID 1778). KOR beta-arrestin recruitment, luminescence, antagonist mode; higher % means a stronger effect. one-dose inhibition, % at 10 µM; IC50 in µM for titrated hits. 0.091% of 290,000 active; in the data active = inhibition above about 50%; also: strong numbers were not always called active
The depositor's hits bear a star; nt = not tested or not shown; [ ] = dose if it differs, or a comment.

SMILES | Dengue-2 NS5 capping | KOR beta-arrestin-1 | HIV fusion peptide | GPR55 beta-arrestin | West Nile virus CPE | GPR55 antagonists | GPR35 arrestin U2OS | NOD1 inhibition | KOR beta-arrestin-2
COc1ccc(C(=O)NCCc2nnc3ccc(SCC(=O)Nc4ccccc4F)nn23)cc1 | 3% | 1.9% | 1.1% | -0.2% | -0.1% | 12% | -14% | -23% | 13%
CCOc1ccc(N(CC(=O)Nc2cccc(C)c2C)S(=O)(=O)c2c(C)[nH]c(=O)[nH]c2=O)cc1 | 1% | 1.9% | -0.8% | 0.2% | 0.6% | -6% | 1% | 6% | 30%
O=C(COC(=O)c1ccccc1C(=O)N1CCN(c2ccccc2)CC1)Nc1ccc(F)cc1 | 0% | -0.8% | 1.6% | 0.0% | -1.2% | 7% | -12% | -4% | -31%
Cc1cc(C)c(S(=O)(=O)c2cccc(Br)c2C)c(=O)[nH]1 | -5% | -1.4% | 1.3% | 0.0% | -0.4% | 0% | 4% | -4% | -8%
O=C(NCc1ccco1)C(c1ccccc1)N(C(=O)Cc1cccs1)c1cccnc1 (centres undefined) | 0% | 1.5% | -1.8% | -0.5% | -0.8% | -2% | 0% | -40% | -20%
COc1ccc(N2CCN(S(=O)(=O)c3ccc4c(c3)NC(=O)C(C)C(=O)N4)CC2)cc1 (centres undefined) | -4% | -1.2% | -0.2% | 0.6% | -0.3% | -12% | -14% | 0% | -14%[20 µM]
CCNCc1cc([N+](=O)[O-])ccc1OCC | 8% | -3.6% | -1.1% | -0.2% | -0.3% | 2% | -10% | -23% | -10%
COc1ccc(OC(=O)c2cnc3n(c2=O)CCS3)cc1 | 2% | 2.0% | 0.6% | 0.2% | 0.0% | 2% | -1% | -10% | 9%
Cc1c(Nc2nc3ccccc3n3cnnc23)cccc1[N+](=O)[O-] | -3% | 3.5% | 1.3% | 0.0% | 1.9% | 2% | 11% | -8% | -4%
COc1ccc(CN2CCCC(C(=O)N3CCCC3)C2)c(OC)c1 (centres undefined) | 0% | 0.5% | -1.3% | 0.0% | -0.3% | -6% | -6% | 9% | -16%

4 compounds drawn at random from those above, as already listed:
SMILES | Dengue-2 NS5 capping | KOR beta-arrestin-1 | HIV fusion peptide | GPR55 beta-arrestin | West Nile virus CPE | GPR55 antagonists | GPR35 arrestin U2OS | NOD1 inhibition | KOR beta-arrestin-2
CCNCc1cc([N+](=O)[O-])ccc1OCC | 8% | -3.6% | -1.1% | -0.2% | -0.3% | 2% | -10% | -23% | -10%
COc1ccc(OC(=O)c2cnc3n(c2=O)CCS3)cc1 | 2% | 2.0% | 0.6% | 0.2% | 0.0% | 2% | -1% | -10% | 9%
CCOc1ccc(N(CC(=O)Nc2cccc(C)c2C)S(=O)(=O)c2c(C)[nH]c(=O)[nH]c2=O)cc1 | 1% | 1.9% | -0.8% | 0.2% | 0.6% | -6% | 1% | 6% | 30%
COc1ccc(C(=O)NCCc2nnc3ccc(SCC(=O)Nc4ccccc4F)nn23)cc1 | 3% | 1.9% | 1.1% | -0.2% | -0.1% | 12% | -14% | -23% | 13%

The list continues.
SMILES | Dengue-2 NS5 capping | KOR beta-arrestin-1 | HIV fusion peptide | GPR55 beta-arrestin | West Nile virus CPE | GPR55 antagonists | GPR35 arrestin U2OS | NOD1 inhibition | KOR beta-arrestin-2
Cc1nn(Cc2ccc(Cl)cc2)c(C)c1NC(=O)c1noc2c1CCCCC2 | -9% | 4.7% | -1.2% | -0.1% | 0.9% | 0% | -2% | -5% | -19%
O=C(Nc1cccc(C(F)(F)F)c1)c1cccnc1N1CCN(CCO)CC1 | -4% | -1.3% | 1.3% | 0.6% | -0.8% | 5% | 4% | -29% | 21%
CCc1nnc(NC(=O)c2ccc(COc3ccccc3C)o2)s1 | -6% | -3.0% | -0.3% | -0.2% | 0.6% | 3% | -7% | -9% | -22%
Cc1cccc(-c2nc(C#N)c(N3CCC(C)CC3)o2)c1 | -1% | -2.6% | -0.4% | 0.0% | 0.1% | -1% | -1% | -5% | -10%
C/C(Cc1ccccc1)=N\NC(=O)CNC(=O)c1ccccc1 | 8% | -3.1% | 0.6% | 0.2% | 0.2% | 13% | -6% | -33% | 20%
O=C(CC1C(=O)NCCN1Cc1cccc(F)c1)NCCCOc1cccnc1 (centres undefined) | 5% | 1.0% | 1.5% | 0.1% | 0.1% | -15% | 4% | -16% | -57%
CS(=O)(=O)NCCNc1cc(Cl)ccc1[N+](=O)[O-] | 4% | -6.3% | -0.3% | -0.8% | 1.1% | 17% | 9% | -13% | 3%
CCn1c2ccccc2c2cc(NC(=O)COC(=O)C3CCC(=O)N3)ccc21 (centres undefined) | 4% | 2.7% | 0.0% | -0.1% | 0.5% | 6% | -1% | 6% | -17%
COC(=O)CN1C(=O)[C@H]2[C@@H](/C=C/c3ccccc3)N3C(=O)CN(Cc4ccccc4)C(=O)[C@@]3(Cc3ccccc3)[C@H]2C1=O | 4% | 5.7% | 1.0% | -0.2% | -0.7% | -8% | 5% | -35% | -6%[20 µM]
Cc1ccc(-c2nnn(CC(=O)N(Cc3ccccc3)C(C(=O)NC(C)(C)C)c3ccncc3)n2)o1 (centres undefined) | -1% | -4.7% | 2.6% | 0.2% | -0.1% | 7% | -2% | -7% | -26%
Oc1cc(-c2ccccc2)c2ccccc2c1 | 28% | 0.6% | 1.3% | -0.3% | -0.8% | 10% | nt | 63% | -38%
COc1ccc2nc(NC(=S)NC(=O)c3ccco3)sc2c1 | 2% | 6.1% | 3.0% | 0.1% | 0.2% | 10% | 3% | -31% | -40%
CC(=O)Nc1ccc(S(=O)(=O)NC2=NCN(C)CN2)cc1 | 7% | -1.9% | -0.7% | 0.0% | 0.3% | -6% | 9% | -44% | -4%
O=C(CCN1C(=O)/C(=C\c2ccccc2Cl)SC1=S)Nc1cccnc1 | -3% | 3.7% | -2.5% | -0.1% | -0.3% | 5% | -6% | -42% | -9%
CCOP(=O)(OCC)C(NC(=O)Nc1ccc(C)cc1)C(N)=O (centres undefined) | nt | -0.4% | 1.6% | -0.1% | -0.1% | 12% | 10% | -1% | -17%
CC(C)NC(=O)/C(C#N)=C\c1ccc(N(C)C)c(Br)c1 | -7% | -1.6% | 0.3% | -0.1% | -0.3% | 7% | 6% | -27% | 7%[20 µM]
CN(CCCC(=O)NC1CC(C)(C)NC(C)(C)C1)S(=O)(=O)c1ccc([N+](=O)[O-])cc1 | nt | 0.8% | 1.0% | 0.2% | 0.1% | 7% | 3% | -23% | 1%
CC#CCc1cc2ccccc2c(=O)o1 | -7% | -4.2% | 1.4% | 0.0% | -0.5% | -7% | 2% | -4% | 38%
COCCNC(=O)/C(C#N)=C/c1ccc(OCc2ccc(F)cc2)cc1 | -4% | -5.5% | -0.8% | 0.1% | -0.9% | 7% | -9% | -18% | 18%
CCN(c1ccc(NC(=O)COC(=O)/C=C/c2cccs2)cc1)C(C)C | nt | -2.8% | -4.9% | -0.1% | 0.0% | 4% | -8% | 15% | -10%
COCCOC(=O)C1=C(C)NC(=S)NC1/C=C/c1ccccc1 (centres undefined) | -8% | 1.0% | -1.8% | -0.3% | -1.3% | 4% | 6% | -9% | 1%
CCOC(=O)N1CCC(N(CCN(C)C)C(=S)Nc2ccccc2OC)CC1 | -5% | -4.6% | 1.2% | 0.5% | -0.9% | 32% | -28% | 0% | 11%
Cc1ccc(C(=O)NC2CCN(C(=O)NCc3ccccc3)CC2)cc1 | -7% | 5.5% | -0.2% | 0.2% | -0.6% | 5% | -13% | 14% | -40%
CCOC(=O)n1c(=O)n(Cc2ccccc2C)c2ccccc21 | -4% | -1.8% | -1.1% | -0.5% | -1.1% | 8% | -3% | -23% | -1%
O=c1[nH]c2ccc(NCc3ccc(OCc4ccccc4Cl)cc3)cc2[nH]1 | -2% | 0.5% | -1.0% | 0.0% | -0.1% | -5% | -9% | 8% | -31%
CCOc1cc(/C=N/O)cc(Br)c1OCc1ccc(Cl)cc1 | -6% | 3.3% | 3.1% | -0.1% | -0.1% | -16% | 6% | 13% | -48%
CCCn1c(=N)n(CC(O)COc2cccc(C)c2)c2ccccc21 (centres undefined) | -8% | 0.7% | -2.1% | -0.1% | -2.3% | 13% | 9% | 0% | -44%
Cc1cc(OCCCn2ccnc2)ccc1[N+](=O)[O-] | 4% | 1.4% | 1.9% | 0.2% | -1.0% | 4% | 8% | -34% | -39%
COc1cc(OC)cc(C(=O)Nn2cnnc2)c1 | -4% | 2.9% | 0.6% | -0.1% | 0.2% | 11% | -6% | -10% | -1%
CCN(CC)S(=O)(=O)c1ccc2oc(SCc3ccc(F)cc3)nc2c1 | -3% | -3.1% | -1.1% | -0.2% | -0.1% | -6% | 11% | 29% | -31%
CC(C)Sc1nc2c(c(=O)n1C)SC(C)C2 (centres undefined) | -6% | -3.6% | -2.2% | -0.1% | 0.2% | 16% | -7% | nt | 38%
O=C(CSc1ccc2ccccc2c1)Nc1ncccn1 | 1% | 2.6% | 3.2% | 0.2% | -0.2% | -18% | 1% | -16% | -3%
O=C(Nc1c(-c2ccccc2)nc2ccccn12)c1cccs1 | 0% | 0.2% | 3.3% | -0.2% | 0.3% | 14% | 6% | 16% | 11%
O=C(CN1C(=O)S/C(=C\c2ccccc2)C1=O)NC1CCS(=O)(=O)C1 (centres undefined) | -1% | -2.1% | -0.8% | -0.1% | -0.1% | 15% | 13% | -12% | -1%
Nc1c(-c2ccccc2)c(CN2CCOCC2)nn1-c1ccc(C(=O)O)cc1 | -3% | -0.7% | 0.9% | -0.4% | 0.8% | 11% | 6% | -25% | -21%
COC(=O)c1ccccc1NC(=O)C1COc2ccccc2O1 (centres undefined) | -6% | -4.2% | -2.1% | 0.4% | -0.4% | 12% | 5% | -13% | -18%
COc1cc(C(N)=O)cc(Br)c1OC | -1% | -3.9% | -2.0% | 0.1% | -0.1% | -3% | 0% | 2% | 9%
Cc1csc(N/N=C/c2ccc([N+](=O)[O-])cc2)n1 | -6% | -4.4% | -3.5% | -0.1% | 0.5% | 7% | 4% | -96% | -35%[20 µM]
COc1cc(/C=N/N(C)C)cc(Br)c1O | 6% | 2.4% | -3.0% | -0.1% | 0.1% | 8% | 2% | 0% | 14%
CCOC(=O)c1c(C)[nH]c(C)c1C(=O)CSc1nnc(-c2ccncc2)n1Cc1ccccc1 | 9% | 5.6% | 21% | -0.1% | 0.0% | 22% | -14% | 2% | -28%
O=C(Nc1ccnn1C1CCN(Cc2cccc(OCCO)c2)CC1)c1cccc(F)c1 | 1% | -1.9% | 2.9% | -0.1% | -0.8% | 1% | -13% | -33% | -4%
COc1ccc(OCC(O)CNC(=O)c2cccs2)cc1 (centres undefined) | -8% | 3.1% | -1.1% | -0.1% | -0.1% | -8% | 14% | -4% | 24%
CCCCOc1ccc(C(=O)N/C(=C\c2ccc(OC)cc2)C(=O)OCc2ccco2)cc1 | -1% | 1.5% | -0.7% | 6.9% | 0.2% | 10% | 24% | -10% | -9%
CC1(C)Cc2cccc(OCC(=O)O)c2O1 | -3% | -1.4% | -1.9% | -0.3% | -0.4% | 0% | -14% | -43% | -25%
CC1CC(C)CN(S(=O)(=O)c2ccc3c(c2)C(C)(C)C(=O)N3C)C1 (centres undefined) | -6% | -6.8% | 1.3% | -0.2% | -0.2% | 9% | 4% | -15% | -25%

Screens: PubChem BioAssay, several laboratories

Only part of the results is shown; the hit share may differ from the screen's.
